M. tuberculosis HTS = M. tuberculosis growth inhibition, HTS (AID 449762). M. tuberculosis H37Rv growth inhibition, 7H9 media; higher % means a stronger effect. one-dose inhibition, % at 25 µM; IC50 in µM for titrated hits. 330,000 tested, 0.59% active; in the data active = a potency from the dose series; inconclusive = inhibition above about 70% without an active follow-up result;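 note: bacterial growth assessed after seven days of incubation; strong numbers were not always called active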
tuberculosis growth = growth inhibition of non-replicating M. tuberculosis (AID 488890). Mycobacterium tuberculosis non-replicating, growth inhibition; higher % means a stronger effect. one-dose inhibition, % at 25 µM; IC50 in µM for titrated hits. 320,000 tested, 0.39% active; in the data active = a potency from the dose series; inconclusive = inhibition mostly from about 82% at the one dose, without a potency; inactive = the rest, 99 in 100 with inhibition below about 76%;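 note: plate controls were DMSO cells for no effect and high antibiotic wells for full effect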
Salmonella PhoP GFP = PhoP regulon inhibitors, Salmonella typhi PhoP promoter GFP reporter, confirmatory (AID 1850); Salmonella Typhi PhoP-promoter GFP reporter, fluorescence, 4 h; higher % means a stronger effect; one-dose inhibition, % at 50 µM; IC50 in µM for titrated hits; 310,000 tested, 0.33% active; in the data active = a potency from the dose series; inconclusive = inhibition mostly from about 25% at the one dose, without a potency; inactive = the rest, 99 in 100 with inhibition below about 19%;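 note: 0% = induced wells with vehicle and 100% = uninduced wells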
influenza NS1A = H1N1 influenza NS1A inhibitors, functional cell based assay (AID 504329). NS1A functional cell-based assay, percent inhibition; higher % means a stronger effect. one-dose inhibition, % at 12.5 µM; IC50 in µM for titrated hits. 340,000 tested, 0.3% active; in the data active = a potency from the dose series; inconclusive = inhibition above about 27% without an active follow-up result; note: strong numbers were not always called active
VEEV TC-83 Vero = inhibitors of VEEV TC-83 cytopathic effect, confirmation, Vero cells (AID 588727); Vero cells, VEEV TC-83 cytopathic effect inhibition; higher % means a stronger effect; inhibition, % at 20 µM, or IC50 in µM where a hit was titrated; 350,000 tested, 0.13% active; in the data active = a potency from the dose series; inconclusive = inhibition mostly from about 14% at the one dose, without a potency; inactive = the rest, 99 in 100 with inhibition below about 12%; note: strong numbers were not always called active
Active calls of the source: *; i = inactive; ? = inconclusive; · = not tested or not shown.

SMILES	M. tuberculosis HTS	tuberculosis growth	Salmonella PhoP GFP	influenza NS1A	VEEV TC-83 Vero
COc1ccc(NC(=O)COC(=O)CNC(=O)c2cc(OC)c(OC)c(OC)c2)cc1	-6%	-3%	-8%	-6%	0.6%
CCOC(=O)C1CCCN(C(=O)c2cc3c(C)nc4ccccc4c3o2)C1 (centres undefined)	3%	12%	-7%	2%	2.7%
COn1c(-c2ccc(Cl)cc2)nc2ccc(Cl)cc21	15%	?	-1%	-4%	i
O=C(CCCOc1ccccc1)N1CCN(S(=O)(=O)c2ccc(Cl)cc2)CC1	-4%	-9%	13%	-1%	i
CC(C)(C)c1ccc(C(=O)Nc2ccc(S(=O)(=O)Nc3cnc4ccccc4n3)cc2)cc1	25%	16%	-11%	-5%	i
Cc1ccc(N=C2C(=S)N(c3ccc(C)cc3)C(=N)N2/N=C/c2ccc(Cl)cc2)cc1	-5%	?	7%	-3%	0.9%
O=C(CCn1nnc2ccccc21)Nc1nnc(Cc2ccccc2)s1	-3%	16%	2%	3%	1.3%
O=C(c1ccc(C(F)(F)F)cc1)C1CCCN(C(=O)CN2CCCC2=O)C1 (centres undefined)	-5%	-13%	4%	1%	0.6%
Cc1cc(C)cc(OCC(=O)N(C)CC(=O)Nc2ccc(N3CCOCC3)cc2)c1	·	·	·	-2%	1.8%
O=C(c1ccc[nH]1)N1O[C@@H]2C=C[C@H]1C2	·	·	·	-12%	2.5%
Fc1ccc(NC(=S)NCc2ccccn2)cc1	7%	72%	-4%	-8%	1.2%
CC(C)(C)C(=O)CSc1ncnc2c1cnn2Cc1ccccc1	-3%	74%	-6%	-7%	1.4%
O=C(COC(=O)c1cc(S(=O)(=O)N2CCOCC2)ccc1F)Nc1ccc2c(c1)OCO2	-7%	-2%	·	-8%	1.6%
CN(CCCC1CCCC1)C(=O)c1cc(COc2c(F)cccc2F)on1	7%	30%	-10%	-4%	1.4%
O=C1CCCN1C(=O)CSc1ccc2ccccc2n1	0%	10%	·	-8%	2.6%
O=[N+]([O-])c1cc2c(cc1CN1CCN(CCOCCO)CC1)OCO2	2%	5%	-5%	4%	i
COc1cc(NC(=S)Nc2ccccn2)cc(OC)c1OC	-1%	-1%	-4%	-11%	4.0%
CCS(=O)(=O)c1ccc(O)c(NC(=O)c2cc(OC)c(OC)c(OC)c2)c1	1%	7%	-4%	-12%	1.6%
CN(C)C(CNC(=O)c1ccc(C(=O)c2ccccc2)cc1)c1ccccc1 (centres undefined)	5%	23%	11%	6%	0.5%
O=C(c1ccccc1)c1ccc(OCC(O)CN2CCCCC2)cc1 (centres undefined)	-3%	14%	-11%	0%	0.3%
S=c1[nH]nc(Cc2sc(-c3ccccc3)nc2-c2ccccc2)o1	-3%	-25%	-28%	-7%	1.4%
CC(=O)c1sc(-c2ccc(Cl)cc2)nc1C	-7%	2%	-3%	-5%	2.4%
Clc1ccc(-c2cnc3n2CCCCC3)cc1	0%	19%	9%	5%	5.2%
c1ccc2c(c1)cc1ccc3cccc4ccc2c1c34	·	·	·	-5%	1.2%
CCOC(=O)c1c(C)n(Cc2ccco2)c2c1cc(O)c1ccccc12	-25%	13%	-8%	3%	i

Structural class, the compounds so far containing an aryl methoxy group (3)
SMILES	M. tuberculosis HTS	tuberculosis growth	Salmonella PhoP GFP	influenza NS1A	VEEV TC-83 Vero
COc1ccc(NC(=O)COC(=O)CNC(=O)c2cc(OC)c(OC)c(OC)c2)cc1	-6%	-3%	-8%	-6%	0.6%
COc1cc(NC(=S)Nc2ccccn2)cc(OC)c1OC	-1%	-1%	-4%	-11%	4.0%
CCS(=O)(=O)c1ccc(O)c(NC(=O)c2cc(OC)c(OC)c(OC)c2)c1	1%	7%	-4%	-12%	1.6%

Three structures from above, arranged by SMILES length, lowest first:
SMILES	M. tuberculosis HTS	tuberculosis growth	Salmonella PhoP GFP	influenza NS1A	VEEV TC-83 Vero
S=c1[nH]nc(Cc2sc(-c3ccccc3)nc2-c2ccccc2)o1	-3%	-25%	-28%	-7%	1.4%
O=[N+]([O-])c1cc2c(cc1CN1CCN(CCOCCO)CC1)OCO2	2%	5%	-5%	4%	i
CCS(=O)(=O)c1ccc(O)c(NC(=O)c2cc(OC)c(OC)c(OC)c2)c1	1%	7%	-4%	-12%	1.6%

(cont.)
SMILES	M. tuberculosis HTS	tuberculosis growth	Salmonella PhoP GFP	influenza NS1A	VEEV TC-83 Vero
CC1(C)CC(=O)C2=C(C1)NC(=O)NC2c1ccc([N+](=O)[O-])cc1 (centres undefined)	3%	-10%	3%	-1%	2.5%
O=c1oc(-c2ccccc2NS(=O)(=O)c2ccc(Cl)cc2)nc2ccccc12	3%	?	8%	-5%	4.2%
CCOc1cccc(C(=O)NC(=S)Nc2ccc(Cl)cc2C(=O)O)c1	4%	74%	1%	-3%	1.5%
CC(NC(=O)c1ccccc1Cl)C(=O)O (centres undefined)	-1%	12%	-8%	-10%	i
O=C(CNC1CCCCCC1)Nc1ccccc1N1CCCCC1	2%	54%	-3%	-4%	i
Cc1ccc(CNS(=O)(=O)c2cn(C)cn2)cc1	-9%	-14%	-4%	-7%	i
Cc1cc(C)c2c(=O)[nH]c(SCC(=O)N3CCCCC3)nc2n1	5%	-6%	24%	-8%	2.9%
Cc1cccc(NC(=O)Cn2cccc2)c1	-6%	5%	-3%	3%	0.9%
Cc1noc(C)c1C(=O)OC(C)C(=O)N(C)c1ccccc1 (centres undefined)	3%	-3%	·	-5%	i
COCCCn1c(SCC(=O)N(C)C)nnc1-c1ccccc1	-1%	29%	1%	15%	0.9%
O=C(NC1C(=O)NNC1c1ccccc1)c1ccccc1 (centres undefined)	1%	-7%	4%	-5%	1.2%
CSCCC(NC(=O)c1ccc(Cl)cc1Cl)C(=O)OC(C)C(=O)NCc1ccco1 (centres undefined)	9%	-10%	2%	5%	i
Cc1ccnc(N/N=C/c2ccccc2)n1	-1%	-4%	-8%	-1%	1.4%
O=C(CN1CCN(Cc2ccccc2)CC1)NCc1ccc(Cl)cc1	0%	13%	2%	-9%	1.3%
CC(C)N(C(=O)NC(=O)Nc1ccc(S(=O)(=O)N2CCCC2)cc1)S(C)(=O)=O	-3%	2%	-11%	-7%	0.6%
CC(=O)Oc1ccc(/C=N/NC(=O)CCSc2ccccc2)cc1	57%	·	4%	-18%	1.2%
O=C(Nc1ccccc1N1CCOCC1)c1cccc(F)c1	4%	15%	-13%	-3%	1.1%
COc1ccc(C(=O)COC(=O)C(CCSC)NS(=O)(=O)c2ccc(Cl)cc2)cc1 (centres undefined)	12%	53%	-9%	21%	0.5%
COc1ccc2cnn(Cc3ccccc3)c(=O)c2c1OC	-1%	2%	3%	-9%	1.1%
C=CCOc1ccc(/C=N/NC(=O)c2c(C)nc3ccc(Cl)cn23)cc1	1%	-14%	-9%	0%	0.4%
O=S(CC1CC1(Cl)Cl)CC1CC1(Cl)Cl (centres undefined)	11%	?	-16%	4%	0.3%
COc1cccc(C(=O)NCCS(=O)(=O)NC2CCCC2)c1	-6%	-1%	-1%	-17%	2.4%
Cc1ccc2nc(NC(=O)CN(C)S(=O)(=O)c3ccc(Br)s3)sc2c1	7%	47%	-3%	6%	8.4%
Cc1ccc(NC(=O)c2sc(Cl)nc2-c2ccccc2)cc1C	1%	3%	-1%	2%	i
O=C(NCCCc1ccccc1)c1ccc(-n2cncn2)c([N+](=O)[O-])c1	-26%	-7%	3%	-3%	1.7%

Filtered by structure, the compounds so far with fluorine
SMILES	M. tuberculosis HTS	tuberculosis growth	Salmonella PhoP GFP	influenza NS1A	VEEV TC-83 Vero
O=C(c1ccc(C(F)(F)F)cc1)C1CCCN(C(=O)CN2CCCC2=O)C1 (centres undefined)	-5%	-13%	4%	1%	0.6%
Fc1ccc(NC(=S)NCc2ccccn2)cc1	7%	72%	-4%	-8%	1.2%
O=C(COC(=O)c1cc(S(=O)(=O)N2CCOCC2)ccc1F)Nc1ccc2c(c1)OCO2	-7%	-2%	·	-8%	1.6%
CN(CCCC1CCCC1)C(=O)c1cc(COc2c(F)cccc2F)on1	7%	30%	-10%	-4%	1.4%
O=C(Nc1ccccc1N1CCOCC1)c1cccc(F)c1	4%	15%	-13%	-3%	1.1%

New compounds follow:
SMILES	M. tuberculosis HTS	tuberculosis growth	Salmonella PhoP GFP	influenza NS1A	VEEV TC-83 Vero
COc1ccccc1NC(=O)c1nn(C)c(C(=O)Nc2ccccc2OC)c1[N+](=O)[O-]	-1%	-14%	-8%	-3%	2.6%
Cc1ccc(NC(=O)CN2C(=O)NC(Cc3ccccc3)C2=O)c(Br)c1 (centres undefined)	0%	-1%	3%	-5%	i
CCN(C(=O)COC(=O)c1c(C)nn(-c2ccccc2)c1Cl)c1c(N)n(Cc2ccccc2)c(=O)[nH]c1=O	·	·	·	-7%	9.3%
O=C(NNC(=O)c1cc2cc(Br)ccc2oc1=O)c1ccc(O)cc1	13%	35%	-5%	-8%	3.0%
O=C(COC(=O)/C=C/c1cccc(Br)c1)NC1CCCCC1	1%	2%	·	-2%	1.1%
Cc1nn(-c2ccccc2)c2sc(C(=O)NCCN3CCOCC3)cc12	13%	8%	-1%	1%	7.5%
CC1N(C)c2cc(NC(=O)c3ccco3)c(P(=O)(Nc3ccc([N+](=O)[O-])cc3)N3CCOCC3)cc2C1(C)C (centres undefined)	62%	63%	1%	11%	36%
COc1ccc(NC(=O)COC(=O)c2ccco2)c([N+](=O)[O-])c1	2%	76%	-4%	8%	0.0%
O=C(N/N=C/c1c[nH]c2ccccc12)c1ccc(Br)cc1	9%	-2%	-6%	6%	i
CCn1c(=O)c(C)nn2c3ccccc3nc12	12%	7%	10%	0%	1.0%
CNC(=O)CN(c1ccc(C(C)C)cc1)S(C)(=O)=O	3%	12%	19%	3%	2.0%
CCCC(=O)Nc1nc2c(s1)COc1ccccc1-2	-8%	16%	1%	1%	0.7%
O=C(Nc1ccc(N2CCCC2)c(Cl)c1)c1ccco1	-5%	32%	-2%	5%	i
O=C(CN1CCC(NC(=O)c2ccccc2F)CC1)Nc1ccc2c(c1)OCCO2	3%	4%	-1%	-9%	0.2%
COc1ccc(C2=NCC(=O)N(CC(=O)NCc3ccco3)c3sc4c(c32)CCCC4)cc1	55%	28%	-3%	12%	i
Cc1ccc(C2C(C#N)=C3N=C(N)c4ccccc4N3C3=C2C(=O)CCC3)cc1 (centres undefined)	?	45%	12%	24%	1.1%
CCCS(=O)(=O)N1CCN(CC2CC3C=CC2C3)CC1 (centres undefined)	0%	-1%	4%	2%	0.5%
COc1ccc(N(C(=O)Cn2nnc3ccccc32)C(C(=O)NCc2ccco2)c2cccnc2)cc1 (centres undefined)	-6%	-14%	-3%	-6%	1.3%

Screens deposited in PubChem by Southern Research Specialized Biocontainment Screening Center.
